Screening results deposited in PubChem by Sanford-Burnham Center for Chemical Genomics.
APOBEC3G inh – inhibitors of human APOBEC3G DNA deaminase | AID 493012 | 0.28% of 330,000 active | inhibition, % at 20 µM | recombinant A3G, ssDNA deamination FAM/TAMRA fluorescence | Q9HC16;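 active = inhibition of at least 40% at 20 µM, with no more than 30% in the related APOBEC3A deaminase screen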;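 note: plate controls were DMSO wells with A3G for no effect and wells lacking A3G enzyme for full effect; some compounds called inactive have numbers as strong as hits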
UBC13 inh – blocks human UBC13 polyubiquitin chain formation; P61088; TR-FRET; inhibition, % at 20 µM; 0.47% of 330,000 active; AID 485273; in the data active = inhibition above about 45%, passing the limit was not always enough; inconclusive = no clear call, values can overlap the other calls
Target sequence (P61088 whole entry, looked up): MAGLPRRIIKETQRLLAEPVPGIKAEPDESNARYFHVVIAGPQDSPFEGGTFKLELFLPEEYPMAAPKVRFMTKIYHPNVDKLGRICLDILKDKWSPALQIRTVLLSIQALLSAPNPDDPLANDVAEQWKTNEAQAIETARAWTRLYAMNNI
SENP7 block – inhibitors of human SENP7 protease; recombinant SENP7, Z-RLRGG-aminoluciferin luminescence, 40 min; 1.5% of 330,000 active; inhibition, % at 5 µM; Q9BQF6;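 active = inhibition above about 50% at the single test dose, limit read from the data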;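 note: plate controls were DMSO with enzyme for no effect and no enzyme buffer wells for full effect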
SENP6 inh – inhibitors of human SENP6 protease; Q9GZR1; Recombinant SENP6 catalytic domain, aminoluciferin luminescence; inhibition, % at 10 µM; 1.8% of 330,000 active; AID 2599;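 active = inhibition above about 50% at the single tested dose, limit read from the data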;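 note: plate controls were DMSO wells with enzyme for no effect and DMSO wells lacking enzyme for full effect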
Target sequence (Q9GZR1 628-1112 limits assumed): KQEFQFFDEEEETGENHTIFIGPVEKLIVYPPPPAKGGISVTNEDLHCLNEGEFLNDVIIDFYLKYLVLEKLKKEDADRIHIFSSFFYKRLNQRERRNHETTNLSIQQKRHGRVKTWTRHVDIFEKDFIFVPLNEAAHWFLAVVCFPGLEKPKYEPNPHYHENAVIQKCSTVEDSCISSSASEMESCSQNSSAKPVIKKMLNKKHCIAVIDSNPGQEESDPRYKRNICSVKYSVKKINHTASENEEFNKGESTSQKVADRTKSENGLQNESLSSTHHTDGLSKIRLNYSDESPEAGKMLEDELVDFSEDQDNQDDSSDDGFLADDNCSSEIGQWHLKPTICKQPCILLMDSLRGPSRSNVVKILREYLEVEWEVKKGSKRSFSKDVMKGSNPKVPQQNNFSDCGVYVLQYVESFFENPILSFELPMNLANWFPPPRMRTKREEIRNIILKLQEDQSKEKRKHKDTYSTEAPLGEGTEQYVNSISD
SENP8 block-1 – SENP8 (human) protease inhibition | recombinant SENP8, Nedd8 substrate fluorescence | 0.64% of 360,000 active | inhibition, % at 20 µM | AID 602440 | Q96LD8; in the data active = inhibition mostly above about 40%, no sharp cut-off; inactive = mostly below about 27%
SENP8 block-2 – SENP8 protease inhibition; Q96LD8; purified SENP8, Z-RLRGG-aminoluciferin cleavage, luminescence; inhibition, % at 10 µM; 1.2% of 330,000 active; AID 2540; in the data active = inhibition above about 50%
Apaf-1 inh – inhibitors of human Apaf-1 apoptosome; O14727; reconstituted apoptosome caspase-3 activity, DEVD-Rh110 fluorescence; inhibition, % at 20 µM; 0.71% of 330,000 active; active = inhibition of at least 40% at 20 µM;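 note: plate controls were DMSO wells for no effect and DEVD-CHO caspase inhibitor wells for full effect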
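Material: biochemical Apaf-1 apoptosome reconstitution. Medium: Hepes buffer, pH 7.5. Also added: cytochrome c activation, bis-DEVD rhodamine 110 substrate. Timing: 30 min compound preincubation, 50 min activation, room temperature. Measured by: rhodamine 110 fluorescence at Ex 480/Em 540 nm.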
SENP1 inh – inhibitors of human SENP1 SUMO protease catalytic domain | 0.21% of 360,000 active | AID 624204 | Q9P0U3 | inhibition, % at 10 µM | recombinant SENP1 catalytic domain, CyPet-SUMO1-YPet FRET cleavage;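 active = inhibition at least 30% at 10 µM, raw YFP signal under a set limit, fluorescence ratio 0.5 to 1.5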;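 note: 0% = enzyme with DMSO and 100% = no enzyme wells; some results filed as inactive read as strong as hits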
Target sequence (Q9P0U3 419-644 limits assumed): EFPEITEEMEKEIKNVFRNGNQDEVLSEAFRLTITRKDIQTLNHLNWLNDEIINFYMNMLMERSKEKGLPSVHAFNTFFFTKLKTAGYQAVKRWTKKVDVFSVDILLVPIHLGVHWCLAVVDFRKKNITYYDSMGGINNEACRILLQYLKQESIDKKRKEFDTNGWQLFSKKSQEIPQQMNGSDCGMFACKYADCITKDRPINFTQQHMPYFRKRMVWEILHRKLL
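Test system: hSENP1 catalytic domain, recombinant; Amount: 20 pM final SENP1 enzyme; Medium: Tris pH 8 buffer plus EDTA, NaCl, BME, BSA, NP40, catalase; Schedule: 50 min enzyme reaction, room temperature, light-protected; Technique: FRET fluorescence in CFP and YFP emission channels; Controls: no-enzyme wells low, DMSO-plus-enzyme wells high control.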
* marks the source's active call; other numbers are inactive results; ? = inconclusive; / = no result given. The order is random; 3.6% or so of the library scored in one or more.

SMILES	APOBEC3G inh	UBC13 inh	SENP7 block	SENP6 inh	SENP8 block-1	SENP8 block-2	Apaf-1 inh	SENP1 inh
Cc1ccc(NC(=O)c2ccc3c(c2)OCCO3)nc1	-11.9	-11.0	53.6*	55.9*	3.5	25.8	3.9	0.7
CCCc1cc2c(cc1NS(=O)(=O)c1ccc(CCNC(C)=O)cc1)OCO2	-2.6	-6.6	5.3	-14.0	7.9	1.0	1.7	0.1
COc1ccccc1-c1ccc(SCc2cccc(C)c2)nn1	-1.6	2.5	6.3	-40.7	17.5	-19.3	4.5	-2.0
N#Cc1ccccc1S(=O)(=O)N1CCN(C(=O)CCC2CCCC2)CC1	5.5	3.7	-5.3	6.9	10.4	-0.8	9.9	-1.1
COc1ccc(N2CC(O)=C(c3n(C)c4ccccc4[n+]3C)C2=N)cc1	-0.5	0.0	-3.9	1.7	28.1	-3.0	-14.1	-2.5
Cn1c(SCC(=O)Nc2ccccc2F)nnc1-c1ccc(S(=O)(=O)N2CCOCC2)cc1	-5.6	1.9	0.7	-0.3	11.1	2.4	-9.8	-2.0
COCCCNc1c2c(nc3nnnn13)CCCC2	34.7	-16.9	0.9	20.9	24.1	10.2	5.1	-0.5
Cc1ccc(C(=O)O/N=C(\N)c2cccnc2)cc1[N+](=O)[O-]	0.2	-0.5	10.8	12.1	7.1	4.9	8.0	3.4
CC(C(=O)O)c1cccc(C(=O)c2ccccc2)c1 (stereo not drawn)	24.6	2.8	8.0	16.6	8.5	1.1	-9.9	-0.8
CCc1ccc(NC(=O)CCc2ccc(C)o2)cc1	-2.5	-8.5	2.0	14.8	4.6	-4.4	4.8	-6.8
O=C(c1ccc(F)cc1)N1CCN2C(=O)c3ccccc3C12c1ccc(Cl)cc1 (stereo not drawn)	-16.3	-1.5	-1.7	-19.5	5.3	-4.5	10.3	5.0
CC(C)CC(c1nnnn1Cc1cccs1)N1CCN(c2nc3ccccc3s2)CC1 (stereo not drawn)	-0.5	-1.1	7.4	-0.4	10.6	0.6	29.7	-3.1
COc1ccc(C(=O)CSc2nnc(COc3ccc(C#N)cc3)n2-c2ccccc2)cc1	-0.5	4.0	3.7	3.6	23.1	2.9	5.7	-2.1
O=c1c2[nH]c3ccc(F)cc3c2ncn1Cc1ccncc1	-8.7	19.1	3.7	1.4	-78.1	-0.3	-5.9	-0.9
Cc1ccc(C(=O)C[n+]2ccccc2C)cc1[N+](=O)[O-]	-5.4	-8.2	0.0	19.5	9.0	1.1	-7.4	-1.2
CCOC(=O)c1c(-c2ccc(C)o2)csc1NC(=S)NC(=O)c1cccs1	-5.6	-27.7	-5.0	-16.3	34.7	-10.6	19.0	1.2
Cc1cc(-c2ccccc2)nc(SCc2ccc(C(=O)O)o2)n1	-4.5	-5.4	10.6	-16.1	26.6	-21.5	-1.2	-3.3
Cc1ccc(N2CCN(C(=O)c3ccccc3)CC2)c(C)c1	-2.5	3.8	0.2	-3.7	0.7	-0.6	-1.4	0.8
COc1ccc(S(=O)(=O)NCCC(C)C)cc1OC	2.3	-1.5	88.4*	-5.4	-4.3	-8.1	-13.0	-1.5
CC(C)NC(=O)Cn1cc(C(=O)C(=O)N2CCOCC2)c2ccccc21	-7.3	5.4	-1.2	-8.3	7.6	5.7	-6.7	-1.0
CC(=O)N1C(=O)C2(C(C#N)=C(N)Oc3cc(C)oc(=O)c32)c2ccccc21 (stereo not drawn)	-1.3	9.7	5.3	-7.9	3.0	-1.5	0.1	1.5
COc1cccc(OC)c1C(=O)NC(C)C12CC3CC(CC(C3)C1)C2 (stereo not drawn)	-3.6	0.0	-4.8	-10.7	28.6	-0.3	8.5	-4.9
Cc1noc(C)c1-c1ccc2ncnc(NCC3CCCCN3C)c2c1 (stereo not drawn)	0.4	0.6	8.6	-19.4	-25.8	-7.7	5.4	-4.3
CCOC(=O)c1cccc(-n2c(C)nc3ccccc3c2=O)c1	-2.9	-0.4	1.9	8.1	31.7	11.3	-6.9	-1.5
O=C(CSc1nnc(CNC(=O)c2c(F)cccc2Cl)o1)Nc1ccc2c(c1)OCO2	2.7	-4.4	-3.7	-5.7	-1.3	4.9	1.0	2.3
O=C(Nc1ccc2c(c1)nc1n2CCOC1)C1CCCCC1	2.4	-4.5	4.0	1.0	5.1	-1.3	1.6	-2.3
COc1ccc(C(Nc2ccc(S(=O)(=O)N3CCOCC3)cc2)C(=O)NCCC(C)C)cc1OC (stereo not drawn)	-10.2	-2.1	7.5	-0.4	11.9	2.5	2.8	1.6
COC(=O)c1cc(=O)nc2sc(-c3cccs3)nn12	-10.7	33.5	-7.0	-9.5	-278.4	-4.3	-12.0	1.1
COc1cc(NS(=O)(=O)c2ccc(C)cc2)c2ncccc2c1	-3.9	-3.5	6.6	13.0	13.6	-5.9	36.5	1.1
CCN(CC)c1ccc(S(=O)(=O)N2CCOCC2)cc1NC(=O)CN1C(=O)NC2(CCCC2)C1=O	-4.4	-5.2	9.9	-10.5	4.9	0.1	-7.5	-0.4
CCCc1cc(=O)[nH]c(SCC(=O)N2CCC(C)CC2)n1	-5.4	3.7	2.7	7.0	4.9	3.3	-0.7	0.1
C=CCn1c(SCc2cccc(OC)c2)nnc1-c1ccncc1	-8.5	6.2	2.2	14.4	15.5	-0.8	-13.8	-0.2
Cc1nc(SCc2ccccc2)c([N+](=O)[O-])[nH]1	-7.0	-2.6	-2.2	-6.1	16.0	-9.6	3.4	1.1
Cc1ccc(Cc2cnc(NC(=O)C3CCCO3)s2)cc1 (stereo not drawn)	-3.2	4.6	3.9	9.8	6.5	7.1	11.0	-1.7
N=c1c(C(=O)NC2CCCCC2)cc2c(=O)n3ccccc3nc2n1Cc1ccco1	5.3	-2.9	3.7	30.7	-274.7	8.8	14.4	-25.2
Cc1ccc2cccc(S(=O)(=O)Nc3c(C)n(C)n(-c4ccccc4)c3=O)c2n1	-8.1	9.4	5.7	4.4	16.5	-1.7	-21.1	0.2
CCOc1ccc(CC2S/C(=N/N=C/c3ccco3)NC2=O)cc1 (stereo not drawn)	-3.9	-5.2	-0.8	12.1	8.1	0.3	3.2	3.8
COc1cc([C@H](Cc2ccccc2)NC(C)=O)oc(=O)c1	0.6	-16.7	3.5	-7.7	-1.9	-2.7	-6.9	-6.0
Cc1ccc(NC(=O)/C=C2\NC(=O)CS2)cc1	8.1	-2.1	5.8	-10.9	1.0	-5.2	-2.2	3.4
COc1ccc(OC)c2c1sc(=NC(=O)C1CCCCC1)n2C	15.2	?	4.6	-9.3	3.2	-2.0	-9.2	2.9
NC(=O)C1CCN(Cc2nc(-c3cccs3)no2)CC1	-8.7	7.1	-2.3	-12.7	20.1	-1.4	-9.2	0.7
CCN1C(=O)[C@H]2[C@H]3CN=C(SCc4ccc(OC)cc4)N3[C@@](CC)(C(=O)OC)[C@H]2C1=O	4.3	/	2.0	/	11.8	/	11.3	1.1
COc1ccc(NS(=O)(=O)c2ccc(-c3cnc(C4CC4)o3)cc2)cc1OC	-3.9	-3.0	2.3	-4.3	-1.5	-3.5	11.5	3.2
Cc1cccc(C)c1NC(=O)CNC(=O)C1CC(=O)N(Cc2ccccc2)C1 (stereo not drawn)	-4.6	-7.3	2.7	4.2	12.2	5.9	2.3	0.2
CCC1CCc2c(sc(NC(C)=O)c2C#N)C1 (stereo not drawn)	7.6	-5.4	0.9	-6.0	9.1	2.2	19.2	-0.5

Not a retest: an excerpt of the list.
SMILES	APOBEC3G inh	UBC13 inh	SENP7 block	SENP6 inh	SENP8 block-1	SENP8 block-2	Apaf-1 inh	SENP1 inh
CCCc1cc(=O)[nH]c(SCC(=O)N2CCC(C)CC2)n1	-5.4	3.7	2.7	7.0	4.9	3.3	-0.7	0.1
C=CCn1c(SCc2cccc(OC)c2)nnc1-c1ccncc1	-8.5	6.2	2.2	14.4	15.5	-0.8	-13.8	-0.2
Cc1nc(SCc2ccccc2)c([N+](=O)[O-])[nH]1	-7.0	-2.6	-2.2	-6.1	16.0	-9.6	3.4	1.1
Cc1ccc(Cc2cnc(NC(=O)C3CCCO3)s2)cc1 (stereo not drawn)	-3.2	4.6	3.9	9.8	6.5	7.1	11.0	-1.7
N=c1c(C(=O)NC2CCCCC2)cc2c(=O)n3ccccc3nc2n1Cc1ccco1	5.3	-2.9	3.7	30.7	-274.7	8.8	14.4	-25.2
Cc1ccc2cccc(S(=O)(=O)Nc3c(C)n(C)n(-c4ccccc4)c3=O)c2n1	-8.1	9.4	5.7	4.4	16.5	-1.7	-21.1	0.2
CCOc1ccc(CC2S/C(=N/N=C/c3ccco3)NC2=O)cc1 (stereo not drawn)	-3.9	-5.2	-0.8	12.1	8.1	0.3	3.2	3.8

Continuation:
SMILES	APOBEC3G inh	UBC13 inh	SENP7 block	SENP6 inh	SENP8 block-1	SENP8 block-2	Apaf-1 inh	SENP1 inh
CC(NC(=O)c1ccc(F)cc1)C(=O)NC1=NCCS1 (stereo not drawn)	-6.9	8.2	-5.0	12.1	0.0	-2.7	-0.6	2.3
CC(C)[C@H](NC(=O)[C@@H]1CSC2c3ccccc3C(=O)N21)C(=O)NC1CCCCC1 (stereo partly drawn)	-2.4	3.8	2.4	8.8	5.7	2.2	-3.0	3.1
CN1/C(=C/C(=S)NC(=O)C2(C)CC2(Cl)Cl)C(C)(C)c2ccccc21 (stereo not drawn)	-4.1	-36.4	18.4	8.2	-29.6	5.2	28.6	-65.4
Cc1csc2ncnc(NC3CCN(Cc4ccccc4)CC3)c12	-3.0	4.8	-2.3	0.6	9.0	3.2	-22.0	-3.8
CCCC[C@@H]1C[C@H]1[C@@H](NC(=O)c1ccco1)c1ccc(Cl)cc1	0.5	1.6	7.1	-11.3	22.1	3.1	20.1	2.3
CC(=O)C1=C(C)OC(N)=C(C#N)C1c1ccncc1 (stereo not drawn)	-8.4	-5.3	10.0	-11.9	-14.0	-2.3	-5.4	-2.4
Cc1ccc(N(Cc2cc(=O)[nH]c3ccccc23)C(=O)CCl)c(C)c1	-1.5	5.0	3.0	-4.2	1.4	1.9	8.2	-1.5
COc1cccc(C(=O)N=c2sc3cc(S(C)(=O)=O)ccc3n2C)c1	-3.7	7.0	7.7	-19.9	-207.2	-1.9	0.0	-0.8
CC(=O)c1cc(Cc2csc(C(C)=O)c2)cs1	0.3	10.5	0.6	5.7	22.2	-5.2	1.7	1.3
COCCNC(=S)N/N=C/c1ccccc1C(=O)O	-6.5	1.7	5.2	-10.4	10.0	-1.5	-9.5	1.5
C/C(CC(=O)NCc1ccco1)=N\NC(=O)Cc1ccc(-c2ccccc2)cc1	-5.5	4.8	-1.7	-11.7	10.8	-10.4	-8.6	1.3
COc1ccc(/C(N)=N/OC(=O)COc2ccccc2Cl)cc1	-5.3	-4.0	18.8	12.9	5.5	-7.3	11.9	0.1
CC(=O)c1ccccc1NC(=O)c1cc(S(=O)(=O)N2CCOCC2)ccc1N1CCCC1	-6.4	15.4	6.0	-15.0	6.1	-5.8	2.7	1.7
COC(=O)[C@H](C)NC(=O)Nc1ccccc1F	-7.8	9.1	6.6	8.9	13.8	-7.8	-27.1	3.8
Clc1ccc2c(N3CCCC3)ccnc2c1	-4.3	-8.2	-6.6	-12.1	21.5	-0.6	-1.5	4.1
